Screening results from PubChem BioAssay.
NPR1 activator = GC-A (human) enzyme activation | P16066 | 0.14% of 370,000 active | activation, % at 10 µM | HEK293 GC-A cells, cGMP TR-FRET, EC30 ANP; 0% at EC30 ANP, 100% saturating ANP | AID 1671463; in the data active = activation above about 40%
NR1D1 modulator = modulates human Rev-erb alpha binding to DNA. P20393. Rev-erbα–FITC-DNA binding, fluorescence polarization, 90 min. activity, % at 10 µM. 0.79% of 370,000 active. AID 1259318;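 active = activity above about 14%, limit read from the data; passing the limit was not always enough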;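 also: 0% = DMSO wells with 35 nM protein and 100% = DMSO wells with 750 nM protein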
NPR2 activator = GC-B (human) receptor activation. P20594. HEK293-GC-B cells, CNP EC30, cGMP TR-FRET; 0% at EC30 CNP, 100% saturating CNP. activation, % at 10 µM. 0.11% of 370,000 active;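 active = activation at 10 µM reaching about 35% in either raw or pattern-adjusted values, limit read from the data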
ARFGAP1 inh = inhibitors of rat ARFGAP1; Q62848; Arfgap1-stimulated ARF1 GTP hydrolysis, GDP FP detection; inhibition, % at 16.5 µM; 0.26% of 360,000 active; AID 651572;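 active = inhibition above a per-plate limit, mean inhibition of low control wells plus 3 SD, cut at about 25% in these data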;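 also: 0% = DMSO wells with enzyme and 100% = wells lacking Arfgap1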
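Assay system: purified rat His6-Arfgap1 residues 1-136 (GAP domain); Reagent: human Δ17 ARF1 bound to GTP; Dosing: 16.5 µM single point, 1.26% DMSO; Times: GTP hydrolysis reaction 2 h at 25 °C; Signal: FP, GDP Alexa 633 tracer displaced from anti-GDP antibody, 620/688 nm; Measure: % inhibition from polarization.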
rCAG binder = molecules binding r(CAG) RNA repeats. r(CAG) RNA repeat, TO-PRO-1 dye displacement fluorescence. inhibition, % at 3 µM. 1.3% of 370,000 active;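 active = inhibition above the plate cutoff, the mean of all test compounds on that plate plus 3 SD, cut at about 35% in these data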;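 also: 0% = DMSO alone and 100% = 100 µM mitoxantrone as full dye displacement; higher means more dye released from RNA so lower well fluorescence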
HTRA1 inhibitor = HTRA1 (human) protease inhibition; recombinant HTRA1, FP-rhodamine activity-based probe, fluorescence polarization; inhibition, % at 5.96 µM; Q92743; 0.5% of 340,000 active; in the data active = inhibition above about 36%;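 also: 0% = enzyme with DMSO and 100% = wells lacking enzyme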
SMARCA2 activ = SMARCA2 function activation, primary screen; activation, % at 9.1 µM; MG213 cells, MMTV-luciferase reporter, dexamethasone, overnight; 1% of 370,000 active; AID 652017; in the data active = activation above about 7.8%;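 also: 0% = vehicle wells and 100% = reference activator wells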
ABHD4 inh = ABHD4 (mouse) inhibition, primary FP screen | purified mABHD4, FP-Rh probe fluorescence polarization | inhibition, % at 8.92 µM | 0.54% of 370,000 active;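 active = inhibition exceeding the mean over every tested compound plus 3 SD, cut at about 30% in these data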;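 also: 0% = plate median of compound wells and 100% = S159A mutant with DMSO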
Target sequence (Q8VD66 whole entry, looked up): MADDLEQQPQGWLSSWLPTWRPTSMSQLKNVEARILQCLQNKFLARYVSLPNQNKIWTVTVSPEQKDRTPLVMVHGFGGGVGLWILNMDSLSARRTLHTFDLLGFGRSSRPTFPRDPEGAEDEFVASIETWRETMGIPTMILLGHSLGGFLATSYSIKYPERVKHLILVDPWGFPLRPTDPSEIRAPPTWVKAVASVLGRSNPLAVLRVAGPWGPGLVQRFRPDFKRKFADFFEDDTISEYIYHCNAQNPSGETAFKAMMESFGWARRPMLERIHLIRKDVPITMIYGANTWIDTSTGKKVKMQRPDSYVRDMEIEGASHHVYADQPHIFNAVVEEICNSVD
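Test system: mABHD4 protein; Read-out basis: % inhibition; Incubation: 45 min + 60 min at 25 °C; Repeats: single replicate; Technique: fluorescence polarization with parallel and perpendicular emission, 525/598 nm; Compound: 8.92 µM, single dose; Benchmarks: full inhibition S159A mutant plus DMSO, zero as sample-well median.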
ASAP1 GAP inh = ASAP1 ArfGAP inhibition. 0.19% of 360,000 active. ASAP1-stimulated ARF1 GTP hydrolysis, GDP FP detection. Q9ULH1. inhibition, % at 16.5 µM; in the data active = inhibition above about 25%;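 also: 0% = vehicle with enzyme and substrate and 100% = no enzyme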
Target sequence (Q9ULH1 325-724 limits assumed): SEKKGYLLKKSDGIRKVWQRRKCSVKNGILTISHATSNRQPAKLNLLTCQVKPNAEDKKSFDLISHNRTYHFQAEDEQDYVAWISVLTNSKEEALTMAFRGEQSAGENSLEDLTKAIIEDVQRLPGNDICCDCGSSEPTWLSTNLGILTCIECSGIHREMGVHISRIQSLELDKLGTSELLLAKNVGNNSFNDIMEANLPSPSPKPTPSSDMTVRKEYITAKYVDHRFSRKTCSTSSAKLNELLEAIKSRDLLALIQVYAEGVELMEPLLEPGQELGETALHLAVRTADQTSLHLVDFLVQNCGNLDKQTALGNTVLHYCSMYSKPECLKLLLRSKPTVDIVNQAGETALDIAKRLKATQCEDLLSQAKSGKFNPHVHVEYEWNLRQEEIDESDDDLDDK
PG9 Ab binder = PG9 antibody binding by small molecule; inhibition, % at 6.7 µM; TR-FRET gp120-PG9 antibody binding; 0.43% of 360,000 active; in the data active = inhibition above about 8.5%
* hit, by the source's call; nt = no result given. No enrichment for hits, and some 4.4% of all compounds hit somewhere here.

A first look:
Screens by letter: A = NPR1 activator; B = NR1D1 modulator; C = NPR2 activator; D = ARFGAP1 inh; E = rCAG binder; F = HTRA1 inhibitor; G = SMARCA2 activ; H = ABHD4 inh; I = ASAP1 GAP inh; J = PG9 Ab binder
#1 CC(C)NC(=O)C1(C)CSCC(=O)N1Cc1ccco1 (configuration not stated)
  A = 3 | B = -10 | C = -3 | D = 9 | E = 2 | F = nt | G = -4 | H = -4 | I = -10 | J = -0.7
#2 CC(C(=O)Nc1cccc(S(=O)(=O)N2CCOCC2)c1)N1CCN(C/C=C/c2ccccc2)CC1 (configuration not stated)
  A = 0 | B = -2 | C = -4 | D = -6 | E = -8 | F = 3 | G = -1 | H = -2 | I = -10 | J = -0.6
#3 CN(C)c1ccc(/C=N/NC(=O)c2ccccn2)cc1
  A = -8 | B = 9 | C = -2 | D = 8 | E = -6 | F = 1 | G = 8.0* | H = 4 | I = 5 | J = -4.8
#4 CC(C)CN1C[C@@H]2CSCCS(=O)(=O)N2C1=O
  A = -3 | B = -1 | C = 3 | D = nt | E = 3 | F = nt | G = -2 | H = 4 | I = nt | J = nt
#5 N#C/C(C(=O)N1CCOCC1)=C1\Nc2ccccc2S1
  A = -1 | B = -2 | C = -2 | D = 2 | E = 0 | F = -2 | G = 8 | H = 5 | I = 2 | J = -6.9
#6 CN(CC(=O)Nc1c(Cl)cccc1Cl)C(=O)c1ccc(NS(=O)(=O)c2ccc3[nH]c(=O)[nH]c3c2)cc1
  A = -2 | B = -2 | C = 1 | D = 0 | E = 1 | F = -1 | G = -2 | H = 8 | I = -7 | J = 1.1
#7 CCCCCCNS(=O)(=O)c1ccc(Cl)s1
  A = 1 | B = -2 | C = -5 | D = -9 | E = -2 | F = -21 | G = 2 | H = -16 | I = 5 | J = 2.6
#8 Cc1cc(C)n(CC(O)Cn2c3ccc(Cl)cc3c3cc(Cl)ccc32)c(=O)n1 (configuration not stated)
  A = -11 | B = 1 | C = -6 | D = 0 | E = 5 | F = -53 | G = -3 | H = -29 | I = 10 | J = -0.4

This part in full, from the first entry:
Screens by letter: A = NPR1 activator; B = NR1D1 modulator; C = NPR2 activator; D = ARFGAP1 inh; E = rCAG binder; F = HTRA1 inhibitor; G = SMARCA2 activ; H = ABHD4 inh; I = ASAP1 GAP inh; J = PG9 Ab binder
#1 CC(C)NC(=O)C1(C)CSCC(=O)N1Cc1ccco1 (configuration not stated)
  A = 3 | B = -10 | C = -3 | D = 9 | E = 2 | F = nt | G = -4 | H = -4 | I = -10 | J = -0.7
#2 CC(C(=O)Nc1cccc(S(=O)(=O)N2CCOCC2)c1)N1CCN(C/C=C/c2ccccc2)CC1 (configuration not stated)
  A = 0 | B = -2 | C = -4 | D = -6 | E = -8 | F = 3 | G = -1 | H = -2 | I = -10 | J = -0.6
#3 CN(C)c1ccc(/C=N/NC(=O)c2ccccn2)cc1
  A = -8 | B = 9 | C = -2 | D = 8 | E = -6 | F = 1 | G = 8.0* | H = 4 | I = 5 | J = -4.8
#4 CC(C)CN1C[C@@H]2CSCCS(=O)(=O)N2C1=O
  A = -3 | B = -1 | C = 3 | D = nt | E = 3 | F = nt | G = -2 | H = 4 | I = nt | J = nt
#5 N#C/C(C(=O)N1CCOCC1)=C1\Nc2ccccc2S1
  A = -1 | B = -2 | C = -2 | D = 2 | E = 0 | F = -2 | G = 8 | H = 5 | I = 2 | J = -6.9
#6 CN(CC(=O)Nc1c(Cl)cccc1Cl)C(=O)c1ccc(NS(=O)(=O)c2ccc3[nH]c(=O)[nH]c3c2)cc1
  A = -2 | B = -2 | C = 1 | D = 0 | E = 1 | F = -1 | G = -2 | H = 8 | I = -7 | J = 1.1
#7 CCCCCCNS(=O)(=O)c1ccc(Cl)s1
  A = 1 | B = -2 | C = -5 | D = -9 | E = -2 | F = -21 | G = 2 | H = -16 | I = 5 | J = 2.6
#8 Cc1cc(C)n(CC(O)Cn2c3ccc(Cl)cc3c3cc(Cl)ccc32)c(=O)n1 (configuration not stated)
  A = -11 | B = 1 | C = -6 | D = 0 | E = 5 | F = -53 | G = -3 | H = -29 | I = 10 | J = -0.4
#9 O=C(C1CCN(Cc2ccc(F)cc2)CC1)N(CCO)Cc1ccccc1
  A = 1 | B = 2 | C = 5 | D = 8 | E = -8 | F = 3 | G = -2 | H = 5 | I = 2 | J = -1.3
#10 Cc1cc(C(=O)N2CCN(C/C=C/c3ccccc3)CC2)no1
  A = 1 | B = -2 | C = 3 | D = 6 | E = -1 | F = -2 | G = -2 | H = -2 | I = 6 | J = -1.7
#11 CN(C)c1ccc(-c2noc(C3CCN(S(=O)(=O)c4cccc(C(=O)O)c4)CC3)n2)cc1
  A = -1 | B = -2 | C = 3 | D = -8 | E = 65* | F = -2 | G = 9.7* | H = 14 | I = -16 | J = -4.0
#12 Cc1c(Br)c(=O)oc2c(C)c(O)ccc12
  A = 5 | B = -4 | C = -5 | D = -3 | E = 3 | F = 6 | G = 0 | H = -8 | I = 0 | J = 2.5
#13 Cc1ccc(NC(=O)c2cncc(Br)c2)cc1S(=O)(=O)N(C)C
  A = -4 | B = -4 | C = -1 | D = 7 | E = 0 | F = -3 | G = 5 | H = 1 | I = -1 | J = -1.2
#14 O=C1OCCC1Sc1nnc(-c2ccccc2)o1 (configuration not stated)
  A = 35 | B = 0 | C = -7 | D = 8 | E = 7 | F = -3 | G = -5 | H = -5 | I = 3 | J = 4.3
#15 CC(=O)N1CCc2c(sc(NC(=O)C3COc4ccccc4O3)c2C(N)=O)C1 (configuration not stated)
  A = -2 | B = -2 | C = -5 | D = -1 | E = 6 | F = 0 | G = -2 | H = 3 | I = -1 | J = -2.3
#16 OC(CN1CCCCC1)Cn1c2ccccc2c2ccccc21 (configuration not stated)
  A = -11 | B = 2 | C = -4 | D = -4 | E = 0 | F = -1 | G = -1 | H = -2 | I = -5 | J = 2.0
#17 C=C1C(=O)c2sccc2C(c2ccc(OC)c(OC)c2)C1COC(C)=O (configuration not stated)
  A = -28 | B = 3 | C = -21 | D = -8 | E = 1 | F = -1 | G = -13 | H = -5 | I = -9 | J = 0.7
#18 COC(=O)[C@@H]1CC(O)CN1C(=O)C12CC3CC(CC(C3)C1)C2 (some centres not stated)
  A = 1 | B = 5 | C = -1 | D = 6 | E = -4 | F = 2 | G = 1 | H = -3 | I = 1 | J = 0.8
#19 COC(=O)c1ccc(NC(=O)Nc2ccccc2F)cc1
  A = 3 | B = -1 | C = 3 | D = 9 | E = 1 | F = -19 | G = 1 | H = -12 | I = 9 | J = -4.0
#20 Clc1ccc(CN2C3=NCCCN3c3ccccc32)c(Cl)c1
  A = -1 | B = 2 | C = 8 | D = 2 | E = 9 | F = -6 | G = 0 | H = 1 | I = 0 | J = -0.3
#21 COc1ccc(C2C(C(=O)N3CCC(C(N)=O)CC3)CC(=O)N2c2ccc(OC)cc2)cc1 (configuration not stated)
  A = 0 | B = 0 | C = 0 | D = 0 | E = -2 | F = 1 | G = -3 | H = 2 | I = -11 | J = -0.5
